Yeast superoxide: yeast age-related superoxide inhibition as caloric restriction mimetic; S. cerevisiae aged cells, superoxide DHE fluorescence; stronger effect = lower value; superoxide response (% of plate mean), % at 10 µM; hit rate 0.18% among 330,000;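 active means superoxide response under a set limit, about three screen SD below normal, cut at about 65% in these data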;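 further: yeast aged for seven days with compound at 30 °C before DHE staining; 100% = average MFI of all compound-treated wells on the plate with controls excluded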
AGP1 TOR yeast: yeast TOR pathway AGP1-GFP modulation; S. cerevisiae AGP1-GFP multiplex flow cytometry, 3 h; GFP as percent of DMSO wells; GFP response vs DMSO, % at 10 µM; hit rate 0.02% among 320,000; AID 2066;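 active means GFP response relative to DMSO above a set limit, near screen average plus 3 SD, cut at about 150% in these data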;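 further: median GFP channel fluorescence of the gated AGP1 strain per well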
CIT2-GFP yeast: yeast TOR pathway CIT2-GFP modulation | S. cerevisiae CIT2-GFP strain, flow cytometry, 3 h; 100 means same as DMSO wells | GFP response vs DMSO, % at 10 µM | hit rate 0.065% among 320,000 | AID 2029;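 active means GFP response relative to DMSO above a set limit, near the screen mean plus 3 SD, cut at about 150% in these data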;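 further: ratio of well median GFP fluorescence to mean of DMSO wells on the plate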
MEP2 TOR yeast: modulators of TOR pathway MEP2-GFP in S. cerevisiae | S. cerevisiae MEP2-GFP strain, flow cytometry GFP, 3 h; 100% = DMSO control level | GFP response vs DMSO, % at 10 µM | hit rate 0.51% among 330,000;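 active means GFP response versus DMSO above a set limit, roughly screen mean plus 3 SD, cut at about 180% in these data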;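 further: median GFP fluorescence of the barcode-gated MEP2-GFP cells per well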
Efflux pump inh: antifungal efflux pump inhibition, Nile Red retention; inhibition, % at 10 µM; hit rate 0.44% among 330,000; AID 485275; S. cerevisiae Candida pump triplex;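 active means plate passing quality check with inhibition over a set limit, or well fluorescence over plate mean plus 4 SD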;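 further: Nile Red retained in pooled yeast measured as flow cytometry median fluorescence; 0% = buffer negative control and 100% = Enniatin B positive control; higher means more Nile Red kept so more efflux inhibition; some compounds called inactive have numbers as strong as hits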
RPL19A TOR yeast: yeast TOR pathway RPL19A-GFP modulation; hit rate 0.3% among 330,000; S. cerevisiae RPL19A-GFP strain, flow cytometry, 3 h; stronger effect = lower value; percent response vs DMSO, % at 10 µM;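 active means percent response vs DMSO below 50%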;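 further: median channel GFP fluorescence of the barcoded RPL19A-GFP strain; ratio of sample median GFP to plate DMSO average so 100% = DMSO; lower means less RPL19A-GFP as with rapamycin TOR inhibition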
AHR act: human AHR activation | P35869 | AHR-responsive luciferase reporter cells, luminescence | activation, % at 5 µM | hit rate 2.5% among 320,000 | AID 2796; in the data active means activation above about 47%;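 further: 0% = vehicle wells and 100% = reference agonist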
Target sequence (P35869 whole entry, looked up): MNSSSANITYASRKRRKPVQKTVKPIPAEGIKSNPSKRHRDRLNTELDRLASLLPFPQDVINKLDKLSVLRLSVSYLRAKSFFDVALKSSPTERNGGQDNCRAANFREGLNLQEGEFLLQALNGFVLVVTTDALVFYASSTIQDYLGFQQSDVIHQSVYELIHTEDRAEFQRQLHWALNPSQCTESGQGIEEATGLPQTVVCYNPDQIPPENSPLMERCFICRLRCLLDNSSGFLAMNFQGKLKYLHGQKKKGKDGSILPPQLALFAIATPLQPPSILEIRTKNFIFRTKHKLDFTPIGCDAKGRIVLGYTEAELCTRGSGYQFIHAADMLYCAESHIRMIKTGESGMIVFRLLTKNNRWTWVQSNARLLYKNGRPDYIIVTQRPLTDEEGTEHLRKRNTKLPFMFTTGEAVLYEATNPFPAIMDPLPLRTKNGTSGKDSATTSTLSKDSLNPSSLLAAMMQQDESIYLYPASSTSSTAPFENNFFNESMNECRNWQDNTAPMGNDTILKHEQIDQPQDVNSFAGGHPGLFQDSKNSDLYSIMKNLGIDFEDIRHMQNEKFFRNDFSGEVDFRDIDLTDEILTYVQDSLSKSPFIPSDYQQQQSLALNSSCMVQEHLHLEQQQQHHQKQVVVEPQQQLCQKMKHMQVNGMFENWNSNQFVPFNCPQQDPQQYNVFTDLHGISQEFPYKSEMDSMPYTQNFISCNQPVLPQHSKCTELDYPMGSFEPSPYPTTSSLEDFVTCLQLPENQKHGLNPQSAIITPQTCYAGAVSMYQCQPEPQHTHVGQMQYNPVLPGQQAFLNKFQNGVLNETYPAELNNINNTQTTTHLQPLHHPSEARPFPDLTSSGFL
LAP4-GFP MLPCN: yeast TOR pathway LAP4-GFP modulation; hit rate 0.34% among 320,000; AID 2023; S. cerevisiae LAP4-GFP multiplex, flow cytometry GFP, 3 h; median GFP as percent of DMSO wells; GFP response vs DMSO, % at 10 µM;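 active means GFP response vs DMSO above a set limit, about the screen mean plus 3 SD, cut at about 150% in these data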
The depositor's hits bear a star; · = no result given.

molecule,LAP4-GFP MLPCN,RPL19A TOR yeast,AGP1 TOR yeast,AHR act,Efflux pump inh,Yeast superoxide,MEP2 TOR yeast,CIT2-GFP yeast
CCOC(=O)C(C(=O)NCc1ccc(C)cc1)c1ncc(C(F)(F)F)cc1Cl (configuration not stated),96,102,105,2,0.2,95,107,96
CCOc1ccc(OCCC(=O)OCC(=O)N2CCN(c3ccc(OC)cc3)CC2)cc1,106,94,97,1,-0.1,89,93,97
Cc1nnc(NC(=O)CCCCCN2C(=O)C3C4C=CC(C4)C3C2=O)s1 (configuration not stated),131,93,97,1,0.5,105,106,83
COC(=O)c1[nH]c2ccc(F)cc2c1NC(=O)C1=COCCO1,95,99,101,23,0.0,116,98,92
O=C(O)c1ccc([N+](=O)[O-])c(CS(=O)(=O)c2ccc(Cl)cc2)c1,99,102,104,-3,-0.2,86,105,103
Cc1cccc(-n2cc(C#N)c(=O)[nH]c2=O)n1,95,108,102,5,-0.1,83,107,104
CC(C)c1ccc(OCc2nc(-c3ccccn3)no2)c(Br)c1,105,98,96,0,0.0,103,104,95
COc1ccccc1C1C(C#N)=C(N)Oc2c1oc(CO)cc2=O (configuration not stated),98,108,108,1,-0.1,103,103,99
CC(NC(=O)CC1Sc2ccccc2NC1=O)c1ccccc1 (configuration not stated),93,95,99,1,0.4,92,90,87
COc1ccccc1NC(=S)NCCSc1ccc(C)cc1,105,102,101,-1,0.1,104,101,96
O=C(CSc1ccc([N+](=O)[O-])cc1)Nc1ccccc1N1CCOCC1,100,98,103,0,0.1,107,94,101
O=C(NCC(c1cccnc1)N1CCN(c2ccccc2F)CC1)OCc1ccccc1 (configuration not stated),108,103,107,5,0.1,104,112,98
CCc1cc2c(COC(=O)c3cccc(NS(C)(=O)=O)c3)cc(=O)oc2cc1O,109,100,101,10,0.1,93,105,102
N#CCCN(CCC#N)c1nnc(-c2ccccc2)s1,97,98,97,3,-0.1,101,100,103
COc1cc([N+](=O)[O-])cc(/C=N/NC(=O)c2ccc(C)nc2)c1O,81,97,93,2,0.2,116,96,88
COc1cc(C(c2sc3nc(C)nn3c2O)N2CCOCC2)cc(OC)c1OC (configuration not stated),93,100,92,2,-0.2,101,99,109
CC(=O)Nc1ccc(CN2CCCC(CCC(=O)NCc3ccccc3F)C2)cc1 (configuration not stated),108,108,107,0,-0.1,94,104,105
CC1=C(C#N)C(NC(=O)C2CC2)(C(F)(F)F)C(=O)N1 (configuration not stated),78,89,·,0,-0.2,87,75,92
Cc1ccc(C(=O)NNc2cc(=O)n(C)c(=O)n2C)cc1C,98,114,103,9,0.1,109,115,101
CC(C)(C#N)NC(=O)C1CCCN1S(=O)(=O)c1ccc2ccccc2c1 (configuration not stated),82,99,98,0,-0.4,95,101,87
CCOC(=O)c1sc(C)c2c(=O)n(Cc3ccc(Cl)cc3)cnc12,114,102,103,1,0.0,102,104,100
Cc1ccc(OCCC(=O)OC(C)C(=O)Nc2ccc(Cl)cn2)cc1 (configuration not stated),108,106,103,1,-0.1,98,109,110
CCCC1(c2ccccc2)NC(=O)NC1=O (configuration not stated),106,98,99,-2,-0.1,110,102,100
CC1Oc2ccccc2N(Cc2ccc(F)cc2)C1=O (configuration not stated),91,105,101,1,0.0,102,105,107
CCOC(=O)C[C@H]1c2ccc(C(F)(F)F)cc2S(=O)(=O)N1c1ccccc1,91,96,104,0,0.1,100,101,99
Cc1ccc(C)c(NC(=O)CN(C)C(=O)c2sccc2C)c1,107,99,105,1,0.1,97,100,91
O=C(COC(=O)CSc1ccc(F)cc1)NNC(=O)c1ccc([N+](=O)[O-])cc1,100,102,108,2,0.1,107,99,100
C/C(=N\NC(=O)COc1cccc(Cl)c1)c1ccc2c(c1)OCCO2,96,94,16,7,1.0,98,120,101
CCOc1cc(/C=N\Nc2ccc([N+](=O)[O-])cc2)ccc1OCC(=O)Nc1ccc(C)c(C)c1,106,100,106,1,0.3,90,146,119
O=C1CSC(c2c(F)cccc2Cl)N1c1cccc(F)c1 (configuration not stated),88,101,100,0,-0.1,109,101,100
COc1cccc(/C=N/NC(=O)c2ccc(COc3ccc(Cl)cc3Cl)o2)c1,95,99,99,53*,0.1,85,103,102
CC1(C)CC(O)CC(C)(C)N1CC(O)COCc1ccccc1 (configuration not stated),102,105,101,5,0.5,75,103,98
O=C(/C=C/c1ccc(Cl)cc1)NC(=S)NN1CCCCC1c1cccnc1 (configuration not stated),98,106,103,-1,0.7,104,104,102
Cn1c(=O)c(=O)n(C)c2cc(S(=O)(=O)N3CCCC3C(=O)NCc3cccs3)ccc21 (configuration not stated),109,95,105,2,-0.1,85,98,96
O=C(c1cc2c(=O)n3ccccc3nc2s1)N1CCc2ccccc2C1,117,90,95,6,-0.1,127,95,87
COc1cc2c(cc1OC)CN(Cc1ccc(C)s1)CC2,97,96,96,0,-0.1,99,98,102
CCNC(=S)N/N=C/c1ccc(OCc2ccc(C(=O)OC)cc2)cc1,94,99,103,0,-0.5,119,106,101
Cc1cc(NC(=O)C2=C(O)c3ccccc3S(=O)(=O)N2C)no1,101,100,93,-2,0.0,110,97,103
Clc1ccc(Cl)c(OCCCCN2CCCCC2)c1,94,103,100,-2,0.0,91,106,102
CNC(=S)N(Cc1cc2cc(C)ccc2n2nnnc12)CC(C)(C)CN(C)C,98,103,102,·,0.0,95,103,101
CN(C)S(=O)(=O)c1ccc(C(=O)Nc2ccccc2OC(F)(F)C(F)F)cc1,90,98,95,2,-0.1,89,97,99
COC(=O)/C=C1/N/C(=N\c2nc(C)cc(C)n2)N(c2ccc(C)c(C)c2)C1=O,94,93,92,9,0.4,103,99,91
O=S(=O)(Nc1ccc(Cc2ccncc2)cc1)c1cccs1,99,102,106,1,-0.2,112,104,105
COc1cccc(NC(=S)NCc2cccnc2)c1,93,103,97,4,-0.1,114,102,103
O=c1oc2ccccc2c(O)c1/C=N/c1ncccn1,105,98,104,3,0.0,112,107,102
COc1cc(CN2CCCC(C)C2)cc([N+](=O)[O-])c1O (configuration not stated),95,106,97,2,0.3,149,106,102
O=C(c1ccc(Br)cc1)N1CCC2(CC1)NCCc1[nH]cnc12,100,99,105,-2,0.1,91,99,100
COc1cc(OC)c(OC)cc1CNC1CCCCCC1,98,96,102,4,-0.1,86,96,106
CCCN(C(=O)COC(=O)COc1c(C)cccc1C)c1c(N)n(Cc2ccccc2)c(=O)[nH]c1=O,97,93,106,-1,0.0,97,103,92
C/C(=N\NC(=O)c1ccccc1)c1cccc(Br)c1,103,100,97,13,-0.3,93,94,107
O=C(CN1CC(=O)Oc2ccccc21)OCC(=O)c1ccccc1,93,97,94,5,0.0,68,102,97
COCCn1c(NCc2ccccc2)nc2c1c(=O)[nH]c(=O)n2C,101,104,109,4,0.0,104,100,97
COc1ccc(CCNC(=O)CSc2nc3ccsc3c(=O)n2CC2CCC(C(=O)O)CC2)cc1OC (configuration not stated),109,102,106,2,0.1,89,107,109
COc1ccccc1NC(=O)CSCC(=O)N1c2ccccc2CCc2ccccc21,94,116,105,3,0.0,98,105,106
CSc1ccc(N/N=C(/C#N)S(=O)(=O)C(C)(C)C)cc1,98,98,100,-1,0.0,92,94,100
CCC(C)NC(=O)C(CCSC)NC(=O)c1ccccc1 (configuration not stated),113,101,99,0,0.0,101,100,100
CCN(CC)Cc1ccc(NC(=O)c2sc3cc(Cl)ccc3c2Cl)cc1,142,84,99,35,-0.1,92,91,79
COc1ccc(NC(=O)C2CCCN(S(=O)(=O)c3ccc4[nH]c(=O)ccc4c3)C2)cc1OC (configuration not stated),101,99,97,0,-0.4,86,109,105
O=C1CCc2cc(S(=O)(=O)Nc3ccccc3)cc3c2N1CCC3,104,96,109,-1,0.1,107,96,82
C=C(Br)Cn1c(CC(C)C)nc2ccccc21,101,101,·,-2,-0.3,105,108,101

The closing 3 entries of the part before are carried over, then new ones follow:
molecule,LAP4-GFP MLPCN,RPL19A TOR yeast,AGP1 TOR yeast,AHR act,Efflux pump inh,Yeast superoxide,MEP2 TOR yeast,CIT2-GFP yeast
COc1ccc(NC(=O)C2CCCN(S(=O)(=O)c3ccc4[nH]c(=O)ccc4c3)C2)cc1OC (configuration not stated),101,99,97,0,-0.4,86,109,105
O=C1CCc2cc(S(=O)(=O)Nc3ccccc3)cc3c2N1CCC3,104,96,109,-1,0.1,107,96,82
C=C(Br)Cn1c(CC(C)C)nc2ccccc21,101,101,·,-2,-0.3,105,108,101
COc1ccc(S(=O)(=O)NCC2CCCN(C(=O)c3ccccc3)C2)cc1 (configuration not stated),106,102,105,2,0.2,120,101,104
Cc1cc(C)c(NC(=O)CCCC(=O)O)c(Cl)c1,94,95,101,2,0.0,69,99,108
Cc1ccccc1C(=O)Nc1cccc(C(=O)Nc2ccccc2C(=O)O)c1,86,102,94,-3,-0.1,104,99,100
COC(=O)c1c(N2C(=O)Nc3ccccc3N2O)sc(C)c1C,90,106,98,1,-0.1,112,100,104
COc1ccccc1C(=O)Nc1cccnc1,99,102,107,-1,0.2,98,100,104
Cc1ccc(OCCCC(=O)NNC(=O)c2ccccn2)cc1,105,93,99,2,0.2,109,102,105
CN1C(=O)[C@H]2[C@@H](/C=C/c3ccccc3)N3C(=O)CN(CCO)C(=O)[C@@]3(Cc3ccccc3)[C@H]2C1=O,102,88,66,-1,0.3,103,85,60
CCOC(=O)c1c(N)n[nH]c1-c1ccccc1,101,102,101,4,0.0,90,101,98
CN1CCN(CCC(=O)Nc2ccc(C3CCCC3)cc2)CC1,105,97,101,0,0.0,106,96,92
O=C(COc1ccc2c(c1)oc(=O)c1ccccc12)NCC1CCC(C(=O)O)CC1 (configuration not stated),107,99,101,0,0.1,103,102,98
Cc1ccc(Cl)cc1Nc1nc(-c2cccnc2)cs1,99,90,87,17,0.0,106,96,98
CNC(=O)c1c(NC(=O)CS(=O)(=O)c2ccccc2)sc(C)c1C,102,106,113,2,0.0,95,105,108
CCOCCN1CCN(C(=O)CN2CCCC2=O)CC1,97,99,98,1,0.4,83,99,98
COc1ccccc1CCN1CCCC(CN(C)C(=O)c2ccoc2)C1 (configuration not stated),95,97,95,3,-0.1,103,128,101
COC(=O)c1cccc2c1NC(=O)C2=O,108,101,101,9,-0.1,107,109,101
CS(=O)(=O)N(CC(=O)NCc1ccc(Cl)cc1)C1CCCCC1,83,92,·,2,0.1,103,89,88
O=C(CCCCCNC(=O)c1ccccc1)N/N=C/c1ccco1,83,93,94,1,0.0,88,98,95
CN1CCN(C(=O)/C=C/c2ccc3c(c2)OCO3)CC1,86,96,94,23,-0.4,111,97,97
Cc1c(F)cccc1NS(=O)(=O)c1ccc2c(c1)n(C)c(=O)c(=O)n2C,103,98,104,-1,0.0,112,99,100
O=C(NCc1ccccc1C(F)(F)F)C1CCC(=O)N(C2CC2)C1 (configuration not stated),92,100,101,-3,0.0,82,96,101
Cc1c(C(=O)NCC2CCCO2)cccc1[N+](=O)[O-] (configuration not stated),105,105,98,0,-0.2,93,108,99
CCC(CC)C(=O)Nc1cccc(C(=O)Nc2nccs2)c1,92,101,102,-10,0.2,110,100,92

Screening results deposited in PubChem BioAssay by several laboratories.
